# Source: PubChem BioAssay (National Center for Advancing Translational Sciences (NCATS))
# KDM5B inh: blocks human KDM5B histone demethylase activity. Q9UGL1. hit rate 2.6% among 220,000. KDM5B demethylase, FDH-coupled NADH fluorescence (FDH is formaldehyde dehydrogenase). Potency, µM (titrated, usually from 57.7 µM), without a hit: at the top dose activity change, negative = inhibition, hits mostly inhibitors; active = well fitted inhibition curve with a large enough effect; inconclusive = small, poorly fitted or top-dose-only effect; inactive = no such curve, though single readings can be large or run the other way; note: 0% is about no effect; nearly all actives have a fitted effect of over 70% in size
#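 Measured: NADH fluorescence change, 30 min, RT. System: KDM5BΔAP 200 nM final, H3K4me3 peptide, α-KG, Fe(II), ascorbate, NAD⁺ plus FDH, pH 7.5 HEPES. Compounds: titrated, 10 min pre-incubation with enzyme.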
# * marks the source's active call; other numbers are inactive results; i = inactive; ? = inconclusive; & = joins results of further samples; [ ] = remark or other dose. Potency is the fitted concentration of half-maximal effect. A portion of the library; count on the stated rates, not on these rows.
mol	KDM5B inh
CC1CCC(NC(=O)c2cccc(C#N)c2)CC1 (centres undefined)	25%
O=C(Cn1nc2c(cc1=O)CCCCC2)NC1CCCc2c1[nH]c1ccccc21 (centres undefined)	28µM*
CC(=O)c1ccc(NS(=O)(=O)c2ccc(-c3cnc(C4CC4)o3)cc2)cc1	2%&-11%
CC(=O)c1c[nH]c(C(=O)NCC(=O)Nc2cccc3c(=O)[nH][nH]c(=O)c23)c1	?
Cc1cccc(CN2CCN3C(=O)N(Cc4ccc(F)cc4)C[C@H]3C2)n1	?
Nc1ncccc1CN1CC[C@@H]2OCC(=O)N(Cc3c[nH]c4ccccc34)[C@H]2CC1	?
CN(C)c1ccc(-c2nnnn2[C@H]2CO[C@H]3[C@@H]2OC[C@@H]3NS(=O)(=O)c2ccc3ccccc3c2)cc1	22µM*
Cc1ccc(CCNC(=O)CN(c2ccc(C(C)C)cc2)S(=O)(=O)c2c(C)nn(C)c2C)cc1	2%
Cc1cccc(OCC2(CNCc3c(C)noc3C)C[C@@H](O)[C@@H](O)C2)n1 (some centres undefined)	?
CCCCNC(=O)Cn1c(=O)c2c(ncn2CC(C)C)n(CC(C)C)c1=O	22%
CCOc1cccc(C2Nc3ccccc3-c3cc(C)nn32)c1O (centres undefined)	?
O=C(COc1ccc(-n2cnnn2)cc1)NC1CC1	9%

# Quoted at random: 3 entries already listed.
mol	KDM5B inh
Cc1cccc(CN2CCN3C(=O)N(Cc4ccc(F)cc4)C[C@H]3C2)n1	?
Cc1ccc(CCNC(=O)CN(c2ccc(C(C)C)cc2)S(=O)(=O)c2c(C)nn(C)c2C)cc1	2%
CC(=O)c1c[nH]c(C(=O)NCC(=O)Nc2cccc3c(=O)[nH][nH]c(=O)c23)c1	?

# More results:
mol	KDM5B inh
Cc1noc(CC2CCN(C(=O)C3CCN(C(=O)C4CCCC4)CC3)CC2)n1	29%
COc1ccc2cc(CNc3ccc(C)cc3)c(=O)n(CC(=O)Nc3cccc(Cl)c3C)c2c1	?
COC(=O)c1c(SCC(=O)Nc2ccc(Cl)cc2F)nc(=O)[nH]c1C	-9%
O=C(NCc1ccco1)C1COC2(CCCCC2)N1C(=O)c1cccc([N+](=O)[O-])c1 (centres undefined)	-5%
CNc1c(NC(=O)CCc2ccccc2)c(=O)oc2ccccc12	-1%
CC(=O)N(C1CC1)C1CCOC2(CCN(C(=O)c3cccc4nccnc34)CC2)C1 (centres undefined)	-3%
Cc1cc(C)n(-c2ccc3nnc(C)n3n2)n1	?
COc1ccc(NC(=O)N2CCc3c(sc4c3CCCC4)C2c2ccc(F)cc2)cc1 (centres undefined)	-45%
CCCCOc1ccc(C(=O)Nc2ccccc2C(C)(C)C)cc1OCC	25%
CC(=O)Nc1ccc(CN2CCC3(CC2)CC(=O)c2ccccc2O3)cc1	22µM*
CC(C)Oc1cccc(NC(=O)/C=C/c2ccc(F)cc2)c1	6%
COCc1nnc2n1CCC(NC(=O)CCc1nc3ccccc3s1)CC2 (centres undefined)	?

# Continued; the last four above are carried over.
mol	KDM5B inh
CCCCOc1ccc(C(=O)Nc2ccccc2C(C)(C)C)cc1OCC	25%
CC(=O)Nc1ccc(CN2CCC3(CC2)CC(=O)c2ccccc2O3)cc1	22µM*
CC(C)Oc1cccc(NC(=O)/C=C/c2ccc(F)cc2)c1	6%
COCc1nnc2n1CCC(NC(=O)CCc1nc3ccccc3s1)CC2 (centres undefined)	?
COc1ccc(NC(=O)c2sc3nc(N4CCOCC4)c4c(c3c2N)CC(C)(C)OC4)cc1	-14%
CCCCN(CCCC)S(=O)(=O)c1ccc2oc(C(=O)NCc3ccc(C)cc3)c(C)c2c1	-6%
CN(C1CCCCC1)S(=O)(=O)c1ccc2[nH]c(=O)oc2c1	14%
CCc1ccc(C(c2ccccc2)c2c(C)[nH]c3ccccc23)s1 (centres undefined)	?
CNC(=O)CCn1ncc2cc(OC3CCc4cccc(-c5ccccc5F)c43)ccc21 (centres undefined)	-23%[86.2 µM]
Cc1oc(-c2nc(C#N)c(NCc3cccnc3)o2)cc1S(=O)(=O)N1CCCCC1	?
O=C(Nc1cc(Cl)ccc1Cl)c1ccccc1-c1ccccc1	-13%
COc1ccc(Nc2ncnc3c2cnn3-c2ccc(C)cc2)cc1Cl	?
CCc1ccccc1Nc1nc(-c2cccc(OC)c2OC)no1	-1%
CCOC(=O)c1ccccc1C(=O)c1ccccc1	-1%
CCOc1ccccc1Nc1sc(C(=O)c2ccc(Cl)cc2)c(N)c1S(=O)(=O)c1ccccc1	5%
CCOc1ccc(C(=O)NC(=S)Nc2cc(C)ccn2)cc1[N+](=O)[O-]	-5%
C1=C(c2nc(-c3cccc4[nH]ncc34)cc3c2ccn3Cc2cccnc2)CCOC1	i
COc1cc(S(=O)(=O)Nc2ccc(S(C)(=O)=O)cc2)ccc1NC(C)=O	14%
Cc1ccc(C(=O)N2CCN(C/C=C/c3ccccc3)CC2)cc1S(=O)(=O)N1CCOCC1	8%
O=C(Nc1cccc(F)c1)c1cc(-c2ccc[nH]2)n[nH]1	-12%
O=C(O)c1ccc(NC(=O)c2cn(-c3ccccc3)nc2-c2ccc(Br)cc2)cc1	7%
Cc1ccccc1NCc1cccn1-c1nnc(N2CCC(C)CC2)s1	-13%
Cc1ccc(-n2c(=O)c3cccnc3n2CC(=O)Nc2cccc(Cl)c2)cc1C	?
Cc1cc2nnc(SCc3ccc4c(c3)OCO4)n2c2ccccc12	32%[activator]
C=C(C)COc1ccc2c(C)c(CC(=O)Nc3ccc4c(c3)OCO4)c(=O)oc2c1	0%
Cc1ccc(CN2CCn3c(nn(-c4ccc(C(F)(F)F)cc4)c3=O)C2)cc1	-23%&20%
CC(C)(C)N1Cc2nnn(Cc3ccccc3)c2-c2cc(N3CCCCC3)ccc2S1(=O)=O	?
CN1CCN(C(=O)c2ccc3c(c2)N(Cc2ccc(F)cc2)C(=O)c2ccccc2S3(=O)=O)CC1	-22%
COc1ccc(C(=O)CCC(=O)Nc2cc(Cl)c(O)c(Cl)c2)cc1	19%
N#Cc1cccc(C(=O)N2CCCN(S(=O)(=O)c3ccccc3)CCC(=O)NCC2)c1	-24%
COCc1nc(C2CCCN(C(=O)c3ccnn3C)C2)no1 (centres undefined)	-24%
CSc1ccc(C2CC(=O)Nc3c2c(=O)[nH]c2ncnn32)cc1 (centres undefined)	-3%
Cc1ccc2c(C)c(C(=O)N(Cc3cccc(Br)c3)C3CCS(=O)(=O)C3)oc2c1 (centres undefined)	-7%
CCOc1ccccc1NC(=O)c1c(NCc2ccc(OC)c(OC)c2OC)sc2c1CCC(C)C2 (centres undefined)	-48%
CN(c1ccccc1)c1cc(=O)c2ccnc(-c3cccnc3)c2o1	-29%[86.2 µM]
CCc1cccc(NC(=O)N(C)CC2CCOC2)c1 (centres undefined)	-6%
Cc1cccc(NC(=O)CSCC(=O)Nc2nnc(C3CC3)s2)c1	-11%
Cc1nc(CCNC(=O)CC(C)C)no1	6%
CCC(C)NC(=O)Cn1c(=O)c2c(C)cc(C)nc2n(-c2ccccc2OC)c1=O (centres undefined)	-12%
O=C(O)c1cccc(-c2ccc(F)cc2)c1	-7%
CC(=O)c1c(C(F)(F)C(F)(F)F)n[nH]c1C	5%
C=CCNC(=O)[C@@H]1Cc2cn(CC=C)c3cccc(c23)[C@H](CC(C)C)N1	-15%[86.2 µM]
COc1ccc(C(C(=O)NC2CCCCC2)N(C(=O)c2ccco2)c2ccccc2C(C)=O)cc1OC (centres undefined)	8%
O=C(N/N=C/c1ccccc1[N+](=O)[O-])NC1CCCCC1	2%
COc1ccccc1N1CCN(CC(O)c2c(C)[nH]c3ccccc23)CC1 (centres undefined)	2%
O=C1[C@@H]2C[C@@H](O)CN2C2(CN(Cc3c[nH]c4ccccc34)C2)C(=O)N1Cc1cccc(Cl)c1	-3%
c1cncc(C(CNc2ncncn2)N2CCOCC2)c1 (centres undefined)	29%
Cc1cccc(-c2ocnc2C(=O)N2CCC3(CCC(=O)N(CC4CC4)CC3)CC2)c1	-5%
CCC(CC)C(=O)N1c2ccccc2C(C)(c2ccccc2)CC1(C)C (centres undefined)	-17%
COc1cccc(CNC(=O)Cn2nc(C(=O)O)c3ccccc3c2=O)c1	-12%
C=CCN1CCN(c2nc3c(c(=O)[nH]c(=O)n3C)n2Cc2ccc(Cl)c(Cl)c2)CC1	9%
CCCOc1ccc(NC(=O)Cc2cccc3ccccc23)c2cccnc12	?
COc1cccc(CN2CCn3c(nnc3[C@@H]3C[C@@H](O)CN3C)C2)c1	?
COCCNC(=O)[C@@H]1C[C@@H](O)CN1C1CCN(C(=O)CN2CCCCCC2)CC1	-27%
Cc1cccc(C)c1NC(=O)CN1CCCN(c2ccc(C(F)(F)F)cn2)CC1	-5%
NC(=O)[C@H]1C[C@@H](O)[C@H](O)[C@H]2[C@@H]1SC(=Nc1ccccc1)N2Cc1ccccc1	10%[86.2 µM]
O=C(Nc1cc2c(cc1C(=O)c1ccc(Br)cc1)OCCO2)c1ccc(Cl)cc1	-16%
O=C(CN1N=C(c2ccc(Cl)cc2)CCC1=O)NCCc1ccc(Cl)cc1	?
N#Cc1ccc(COC(=O)C2=NN(C3CCS(=O)(=O)C3)C(=O)CC2)cc1 (centres undefined)	31%
COc1ccc(-n2nc(C3CCN(C(=O)c4ccccc4)CC3)[nH]c2=O)cc1	9%
O=C(NCc1ccc(-n2cccn2)cc1)c1ccc(F)cc1Br	8%
COc1ccc(Cn2c(C3CCN(C(=O)c4ccccc4)CC3)n[nH]c2=O)cc1	-9%
Cc1nn(CCCC(=O)NCc2cccc(F)c2)c(=O)c2nn(-c3ccccc3)c(C)c12	0%
Cc1cc(C)n(C(=O)c2cn(C)nc2S(=O)(=O)N2CCN(c3ccc(Cl)cc3)CC2)n1	6%

# The listing continues:
mol	KDM5B inh
COc1ccc(Cl)cc1NC(=O)c1nn(C)c(=O)c2ccccc12	21%
CCOc1ccc(-c2cc3c(=O)n(CC(=O)NCc4ccco4)ccn3n2)cc1	-28%
COC(=O)c1ccc(/C=N/Nc2nc(C)c(C)s2)cc1	?
CCCc1nnc(NC(=O)C2CC(=O)N(c3n[nH]c4cc(Br)ccc34)C2)s1 (centres undefined)	-10%
COc1nc2c(cc1CNC(=O)C1CCOC1)C(=O)N(CCc1ccccn1)C2 (centres undefined)	42%
COc1ccc(NC(=S)NCCCN2CCOCC2)cc1	0%
C[C@H]1[C@@H]2[C@H]3OC(=O)[C@@H](C)[C@@H]3CC[C@@]2(C)CC[C@@H]1NC(=O)Nc1cccc(F)c1	26%[86.2 µM]
O=C1/C(=C/c2ccccc2)COc2ccccc21	?
OC(c1nc(Nc2ccc(N3CCOCC3)cc2)n[nH]1)C1CC1 (centres undefined)	?
O=C(c1cc(F)cc(F)c1)N1CCC(Cc2nc(-c3ccccc3)no2)CC1	6%
O=C1CCCCC(Cc2ccccc2)(C(=O)NCc2cccc(C(F)(F)F)c2)N1 (centres undefined)	-16%
COc1ccc(-c2csc3ncnc(Nc4ccc(OC)c(OC)c4)c23)cc1	?
CN(C)c1cccc(C(=O)N2CCC(OCCOc3ccc(F)cc3)CC2)c1	-15%
Cc1ccc(C2Cn3nnc(-c4noc(-c5n[nH]c6c5CCCC6)n4)c3CO2)cc1 (centres undefined)	?
Cc1cccc(NC(=O)Cn2c(=O)n(CCC(C)C)c(=O)c3cccnc32)c1	?
CN(C)C(=O)C1CCN(c2oc(-c3ccco3)nc2C#N)CC1	?
CCC(CC)NC(=O)C1Cn2cccc2C(=O)N1Cc1cccnc1 (centres undefined)	-28%
CC(C)(CNC(=O)CCCNC(=O)C1CC1)c1ccccc1	-4%
CCc1c(C)sc(NC(=O)c2ccc(Cl)c(Cl)c2)c1C#N	-22%
CN1C(=O)CC(c2ccc(Cl)cc2)C2=C1CC(C)(C)CC2=O (centres undefined)	-6%
CC(C)(O)CCc1cccc(C(=O)N2CCC(N3CCOC3=O)CC2)c1	9%
O=C(Nc1nn(Cc2ccccc2F)cc1Cl)c1nc2ncccn2n1	12%
CN1CCN(C(=O)c2cc(COc3ccc(F)cc3F)on2)CC1c1ccccc1 (centres undefined)	27%
CN1CCCC1c1nc(C2CN(C(=O)CCc3nc4ccccc4s3)C2)no1 (centres undefined)	-24%
NC(=O)CN1C(=O)[C@@H]2CN(C(=O)CC3(CC(=O)O)CCCC3)CCN2C1=O	-21%[86.2 µM]
CC1CCCN(CCCNC(=O)c2cc(Sc3ccc(F)cc3)nc3ccccc23)C1 (centres undefined)	?
O=C(NC1CCc2nn(CC3CC3)c(=O)n2CC1)c1ccc2cc[nH]c2c1 (centres undefined)	i
COCc1nc(C2CCCN(C(=O)Nc3ccccc3C)C2)no1 (centres undefined)	-30%

# Ordered by molar mass (largest number first): some entries from above.
mol	KDM5B inh
CN1CCN(C(=O)c2cc(COc3ccc(F)cc3F)on2)CC1c1ccccc1 (centres undefined)	27%
O=C(NC1CCc2nn(CC3CC3)c(=O)n2CC1)c1ccc2cc[nH]c2c1 (centres undefined)	i
COCc1nc(C2CCCN(C(=O)Nc3ccccc3C)C2)no1 (centres undefined)	-30%
